# Bioassay records as filed in PubChem.
# DTT redox prof = compounds producing H2O2 with reducing agent – biochemical, NIH compound library profiling, artefact control for MLSCN library redox annotation, primary screen. DTT-dependent redox cycling H2O2, phenol red/HRP absorbance; 100% = 100 µM peroxide control, 0% = buffer. activation, % at 10 µM. 200,000 compounds, 0.03% hits;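 active = activation of at least 50% relative to the plate's high and low controls in the primary single-dose screen; inactive = activation below 50%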;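 also: compound incubated with DTT at 0.8 mM final as the reducing agent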
# ROMK primary = ROMK potassium channel modulators, primary screen, cell-based, thallium flux, MLSMR library | 130,000 compounds, 2% hits | B-score at 10 µM | Tet-inducible ROMK, thallium flux fluorescence; actives lie on both sides | AID 1918, 2009;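 active = signal ratio slope over the read window, or its plate-corrected B-score, at least 3 SD from the plate mean, either direction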;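 also: B-score of the F/F0 ratio slope over 7 to 12 s after thallium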
# Target sequence (P48048 whole entry, looked up): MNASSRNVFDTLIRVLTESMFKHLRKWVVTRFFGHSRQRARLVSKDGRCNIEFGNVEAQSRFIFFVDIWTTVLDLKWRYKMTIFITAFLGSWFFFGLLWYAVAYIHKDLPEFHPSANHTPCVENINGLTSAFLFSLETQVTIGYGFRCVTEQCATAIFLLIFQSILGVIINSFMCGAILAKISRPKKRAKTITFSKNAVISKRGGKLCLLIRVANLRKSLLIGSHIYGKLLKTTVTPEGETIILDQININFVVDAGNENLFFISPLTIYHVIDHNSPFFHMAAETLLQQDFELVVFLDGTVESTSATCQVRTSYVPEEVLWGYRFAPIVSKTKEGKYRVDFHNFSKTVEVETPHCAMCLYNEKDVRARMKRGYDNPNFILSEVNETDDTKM
# Efa HMGR inh = inhibitors of E. faecalis class II HMGR, primary screen, biochemical, Enterococcus faecalis; inhibition, % at 10 µM; HMG-CoA reductase (Enterococcus faecalis, mvaE); purified E. faecalis HMGR, NADPH absorbance 340 nm kinetic; 190,000 compounds, 0.41% hits;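 active = inhibition above a set limit, the median over all tested compounds plus 3 SD, cut at about 9.5% in these data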;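 also: enzyme runs in reverse so mevalonate oxidation gives rising NADPH absorbance; 0% = complete reaction with DMSO and 100% = background rate lacking mevalonate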
# PPARg SRC-2 ag = agonists of PPARg-SRC-2 recruitment, primary screen, biochemical, HTS. Peroxisome proliferator-activated receptor gamma (Homo sapiens), P37231. PPARgamma LBD-SRC-2 recruitment. activation, % at 8 µM. 200,000 compounds, 0.34% hits; in the data active = activation above about 22%;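 also: 0% = vehicle and 100% = reference agonist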
# SRC2 TRFRET art = TR-FRET signal artefacts, primary screen, artefact control for PPARgamma SRC-2 agonist project, biochemical | TR-FRET artefact counter-screen; active compounds read high | TR-FRET ratio at 8 µM | 200,000 compounds, 0.4% hits; in the data active = TR-FRET ratio above about 2000; also: inactives centre near 1500
# S1P3 antagonist = S1P3 receptor antagonists, primary screen, cell-based. Sphingosine 1-phosphate receptor 3 (Homo sapiens), Q99500. CHO S1P3 NFAT-BLA reporter, FRET fluorescence, antagonist mode. inhibition, % at 4.98 µM. 170,000 compounds, 0.27% hits. AID 485, 2006;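 active = inhibition above the plate cutoff, the mean inhibition of test wells on that plate plus 3 SD, cut at about 28% in these data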;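 also: cells challenged with S1P at its EC80 of 0.8 µM; blue over green emission ratio from cleaved BLA substrate after 4 h stimulation; 0% = S1P-stimulated wells and 100% = unstimulated DMSO-only wells; some compounds past the cut are filed as inactive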
# Target sequence (Q99500 whole entry, looked up): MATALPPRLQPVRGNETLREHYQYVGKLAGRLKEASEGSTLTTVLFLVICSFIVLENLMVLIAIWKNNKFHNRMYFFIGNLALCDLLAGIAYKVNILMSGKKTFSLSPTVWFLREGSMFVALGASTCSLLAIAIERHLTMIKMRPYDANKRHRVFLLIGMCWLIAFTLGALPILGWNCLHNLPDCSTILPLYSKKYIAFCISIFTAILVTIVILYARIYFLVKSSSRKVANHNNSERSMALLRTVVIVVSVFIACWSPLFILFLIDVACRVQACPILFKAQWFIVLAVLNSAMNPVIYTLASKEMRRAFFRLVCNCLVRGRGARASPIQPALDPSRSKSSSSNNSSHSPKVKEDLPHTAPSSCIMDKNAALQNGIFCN
# PPARg SRC-1 ag = PPARgamma agonists recruiting SRC-1 coactivator, primary screen, biochemical | 200,000 compounds, 0.41% hits | PPARgamma-SRC-1 coactivator recruitment biochemical assay | Peroxisome proliferator-activated receptor gamma (Homo sapiens), P37231 | activation, % at 8 µM; in the data active = activation above about 19%;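 also: 0% = DMSO and 100% = reference agonist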
# L major viab = Leishmania major promastigote growth inhibition, primary screen | Leishmania major promastigotes, resazurin fluorescence viability | inhibition, % at 10 µM | 200,000 compounds, 9% hits; in the data active = inhibition above about 50%;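 also: promastigotes grown with compound for 44 hours at 28 °C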
# bIAP inhibitor = bovine intestinal alkaline phosphatase inhibitors, primary screen, selectivity assay for TNAP inhibitor project, biochemical, bovine IAP, CDP-star luminescence; purified bovine IAP, 30 min; inhibition, % at 20 µM; 190,000 tested, under 10 active; AID 1019, 2008;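 active = over 50% inhibition of intestinal alkaline phosphatase at 20 µM in the single-dose screen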
#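 System: Purified bovine intestinal alkaline phosphatase (IAP) enzyme | Input: IAP diluted 1/65,000,000 in the well | Also added: CDP-star chemiluminescent phosphatase substrate, 30 µM final | Dosing: 20 µM single dose | Times: Enzyme reaction for 30 min at room temperature | Detection: Luminescence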
# RAM network inh = inhibitors of the yeast RAM network, primary screen, dse1pr::URA3 reporter, 5-FOA selection; S. cerevisiae dse1pr::URA3 reporter, 5-FOA growth OD615, 2 d; analog-sensitive cbk1-as2 kinase mutant strain; AID 868, 2007; 190,000 compounds, 1.8% hits; inhibition, % at 50 µM;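 active = inhibition above a set limit, 3 SD over mean compound inhibition, cut at about 8.4% in these data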;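 also: 0% = DMSO-only wells with no growth and 100% = 10 µM 1-NA-PP1 full growth; inhibition rescues growth on 5-FOA so higher OD means more RAM inhibition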
# PPARg SRC3 recr = PPARgamma agonists recruiting SRC-3 coactivator, primary screen, biochemical | biochemical PPARgamma/SRC-3 coactivator recruitment assay | activation, % at 8 µM | 200,000 compounds, 0.26% hits | AID 731, 2007 | Peroxisome proliferator-activated receptor gamma (Homo sapiens), P37231; in the data active = activation above about 23%;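 also: 0% = DMSO and 100% = reference agonist; some compounds past the cut are filed as inactive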
# * hit, by the source's call; / = no result given.
SMILES	DTT redox prof	ROMK primary	Efa HMGR inh	PPARg SRC-2 ag	SRC2 TRFRET art	S1P3 antagonist	PPARg SRC-1 ag	L major viab	bIAP inhibitor	RAM network inh	PPARg SRC3 recr
O=C(CCNC(=O)Cn1ccc2ccccc2c1=O)NCCc1ccccc1Cl	-0.1	0.91	-3	-1	1526	-20	2	-2	-19	0.8	1
Cc1ccc2cc(CN(CCN(C)C)C(=S)Nc3ccccc3)c(=O)[nH]c2c1C	0.3	-1.9	-2	0	1485	-12	3	13	2	0.4	1
CN(C)S(=O)(=O)c1ccc(C(=O)OCCn2cnc3c2c(=O)n(C)c(=O)n3C)cc1	-0.6	0.51	-3	3	1560	-12	6	5	2	1.6	5
CCOC(=O)N1CCC(N2CC34C=CC(O3)C(C(=O)Nc3ccc(F)cc3)C4C2=O)CC1 (stereo not drawn)	-0.7	/	1	4	1374	-13	-3	14	-3	1.0	-2
CC12CCC(C(=O)NCCCN3CCOCC3)(OC1=O)C2(C)C (stereo not drawn)	-0.4	0.91	0	4	1599	/	-6	-3	4	0.4	-5
CC(C)(C)SCCNS(=O)(=O)c1ccc(Cl)cc1	-0.3	0.13	-1	2	1547	4	-4	1	21	2.0	4
CCN(CC)c1ccc(/C=N/N2CCN(Cc3ccccc3)CC2)c(O)c1	-1.0	-0.07	-8	-3	1621	1	3	92*	-60	1.3	2
COc1ccccc1C1NC(=O)CS1 (stereo not drawn)	1.1	-0.37	-2	-11	1575	-67	-7	-2	-2	0.1	-4
COc1cc2c(cc1OC)C(C)N(C(=O)CCN1C(=O)C3C4C=CC(C4)C3C1=O)CC2 (stereo not drawn)	-2.6	/	2	10	1562	-22	1	-4	-8	1.1	2
O=C(Nc1nnc(C2CC2)s1)C1CCCO1 (stereo not drawn)	-0.2	0.44	3	-5	1455	3	-5	2	-14	0.5	-2
CCN(CC)c1c([N+](=O)[O-])ncn1C	0.1	-1.8	-2	6	1655	/	-2	0	25	0.9	0
COc1ccc(-c2nc3cc([N+](=O)[O-])ccc3o2)cc1	1.6	0.32	-4	1	1617	-12	6	0	20	2.4	3
O=C(CSc1nnc(Cn2nnc3ccccc32)o1)N(Cc1ccc(F)cc1)c1ccccc1	-0.1	-2.7	-1	10	1633	-16	4	18	4	5.1	8
Cc1nn(-c2ccc(Cl)c(Cl)c2)c(=O)c2ccccc12	1.9	/	3	5	1429	/	8	-6	-1	2.2	6
C[C@@H]1CC[C@]2(O[C@@H](CCO)C[C@H](O)[C@H]2O)O1	-0.2	0.33	-7	5	1612	-15	-1	-9	-5	2.2	1
COc1cccc(-n2nnc3c(=O)n(Cc4ccccc4F)cnc32)c1	-3.3	0.63	2	-2	1588	-15	12	-5	7	0.1	-1
Cc1cc(Nc2nc(Cl)c(Cl)cc2Cl)n(-c2ccccc2)n1	0.2	-0.041	-3	-2	1354	6	-5	4	13	5.3	-6
O=C(CCN1C(=O)C2C3C=CC(C3)C2C1=O)Nc1ccccc1F (stereo not drawn)	-1.5	-0.67	-2	-1	1638	-1	-1	-3	17	1.8	2
O=C(Cn1c(=O)[nH]c2ccccc2c1=O)N1CCN(c2cccc(Cl)c2)CC1	0.0	-0.16	-4	-5	1553	5	6	-4	1	2.3	2
O=C(COc1ccc(Br)cc1Br)NC(=O)NC1CCCC1	-1.3	1.9	1	-1	1450	-1	-2	1	7	-0.1	2

# 3 compounds picked at random from those above, as already listed:
SMILES	DTT redox prof	ROMK primary	Efa HMGR inh	PPARg SRC-2 ag	SRC2 TRFRET art	S1P3 antagonist	PPARg SRC-1 ag	L major viab	bIAP inhibitor	RAM network inh	PPARg SRC3 recr
CC12CCC(C(=O)NCCCN3CCOCC3)(OC1=O)C2(C)C (stereo not drawn)	-0.4	0.91	0	4	1599	/	-6	-3	4	0.4	-5
Cc1nn(-c2ccc(Cl)c(Cl)c2)c(=O)c2ccccc12	1.9	/	3	5	1429	/	8	-6	-1	2.2	6
O=C(Cn1c(=O)[nH]c2ccccc2c1=O)N1CCN(c2cccc(Cl)c2)CC1	0.0	-0.16	-4	-5	1553	5	6	-4	1	2.3	2

# (further entries)
SMILES	DTT redox prof	ROMK primary	Efa HMGR inh	PPARg SRC-2 ag	SRC2 TRFRET art	S1P3 antagonist	PPARg SRC-1 ag	L major viab	bIAP inhibitor	RAM network inh	PPARg SRC3 recr
CN(C)CCOc1ccccc1-c1ccccc1	0.8	-0.47	2	-4	1470	/	0	6	11	0.8	0
Nc1nncn1C(=O)CCCOc1ccc(Cl)cc1Cl	-2.1	/	-3	0	1340	12	1	22	3	-1.2	3
Cc1ccc(NCC(=O)N/N=C/c2cccc(Oc3ccccc3)c2)cc1	-0.3	0.25	-4	6	1525	13	0	14	31	10*	-1
Cc1ccccc1CNc1nnnn1C	0.3	0.31	0	4	1584	-5	13	-6	1	0.1	8
CCN(CC)S(=O)(=O)c1ccc(NS(=O)(=O)c2ccc(F)cc2)cc1	0.1	0.9	-11	8	1674	/	11	7	-2	1.8	7
O=c1cc(-c2ccccc2Cl)oc2cc(O)cc(O)c12	-0.2	-0.6	-5	7	1434	-24	-4	-8	0	1.8	3
CCCCNC(=O)c1onc(CSc2cc(C)ccc2C)c1C(=O)O	-5.1	0.47	-6	-1	1477	/	0	-6	9	3.1	-1
CCOCCn1c(SC)nc2c1c(=O)[nH]c(=O)n2C	0.0	2.3	1	1	1401	/	2	-9	10	0.3	-1
c1ccc(CNC23CC4CC(CC(C4)C2)C3)nc1	0.0	0	4	6	1605	1	5	-4	7	1.7	6
Cc1cc(Cl)c(S(=O)(=O)N2CCSCC2)cc1OCC(N)=O	3.3	0.038	0	3	1335	0	-8	-2	9	3.1	2
CC1Cc2ccccc2N1C(=O)c1cc2sccc2n1Cc1ccc(F)cc1 (stereo not drawn)	1.1	/	-3	-4	1674	/	4	24	21	6.0	-1
CS(=O)(=O)N(CC(=O)Nc1ccc(CC#N)cc1)c1ccc(C23CC4CC(CC(C4)C2)C3)cc1	-1.4	/	-3	2	1678	/	5	47	-17	4.7	12
CCc1ccc(N2C(=O)C3C4CCC(C4=C(C)C)C3C2=O)cc1 (stereo not drawn)	-0.4	-0.12	1	-5	1483	3	7	0	-6	-0.1	1
Cc1cc(C(=O)NC2=NCCS2)c2ccccc2n1	-1.9	1.1	0	4	1633	-10	7	5	-7	0.6	3
S=C(NCc1ccco1)N1CCC(c2nc3ccccc3o2)CC1	0.0	/	1	10	1567	7	6	-5	11	2.1	-4
CC(C)C(=O)Nc1ccc(NC(=O)c2cccnc2)cn1	1.3	/	-10	5	1644	/	0	6	-6	2.2	7
O=C(COC(=O)Cc1ccsc1)NCC1CCCCC1	-0.2	-0.13	1	2	1389	/	0	-6	16	0.2	11
COc1ccc(NC(=O)N2CCCCCC2)c(OC)c1	0.0	0.64	0	9	1692	-11	6	-7	1	1.5	6
O=C(NCCc1ccccc1)c1cnc2sccn2c1=O	-1.9	/	-7	8	1755	-10	7	-11	10	-0.2	5
COc1ccc(C[C@H]2CN3C(=NC[C@@H]3C(C)C)N2C[C@H](C)NC(=O)c2ccc(C)c(Br)c2)cc1	-1.0	/	-4	-1	1641	-4	3	68*	-13	0.3	0

# (next part)
Structure | DTT redox prof | ROMK primary | Efa HMGR inh | PPARg SRC-2 ag | SRC2 TRFRET art | S1P3 antagonist | PPARg SRC-1 ag | L major viab | bIAP inhibitor | RAM network inh | PPARg SRC3 recr
CCOC(=O)C1=C(C)N=C2SC(C(=O)OC)=CC(=O)N2C1c1ccc(F)cc1 (stereo not drawn) | -7.0 | 1.8 | 0 | 3 | 1432 | / | 8 | -7 | 7 | 3.5 | 3
CC(=O)Cn1ncc(N2CCOCC2)cc1=O | -0.2 | 0.37 | -3 | -3 | 1370 | -7 | 5 | -9 | -12 | 0.5 | -1
CCCSC1=N/C(=C/c2ccsc2)C(=O)N1c1ccccc1 | -0.3 | 0.18 | -3 | -3 | 1647 | -10 | 1 | 5 | -8 | 12* | -2
Cc1ccc(C2N(c3ccc(Cl)c(Cl)c3)C(=O)C3CCCN32)o1 (stereo not drawn) | 0.6 | / | 2 | 3 | 1362 | 14 | -6 | 1 | 8 | 0.3 | -1
CCCCCCn1c(NCC)nc2c1c(=O)[nH]c(=O)n2C | 0.2 | -0.88 | -4 | 4 | 1411 | -46 | 2 | 0 | 16 | 4.4 | 1
COc1ccccc1C(=O)N(CCC1CCCN1C)c1nc2ccccc2s1 (stereo not drawn) | -0.8 | -0.96 | 0 | -13 | 1438 | -8 | -7 | 100* | -1 | 0.6 | -5
Cc1ccccc1S(=O)(=O)Nc1nc2ccccc2nc1NCCO | 0.1 | -0.14 | 3 | 8 | 1579 | / | 17 | -1 | 10 | 0.9 | 22
CC1(C)NC(=O)N(CC(O)COc2ccc(-c3ccc(C#N)cc3)cc2)C1=O (stereo not drawn) | -1.5 | 19* | -4 | 3 | 1611 | -27 | -2 | 0 | 1 | 1.5 | -7
CC(=O)Nc1c(C)ccc(CNC(=O)COc2ccc(F)cc2)c1C | -0.5 | 1.3 | 1 | 8 | 1602 | -1 | -2 | 0 | -8 | 2.4 | 1
Cc1cccc(NC(=O)CN2C(=O)S/C(=C\c3ccc(-c4cccc(C(=O)O)c4C)o3)C2=O)c1 | 0.0 | -0.086 | 7 | 7 | 1719 | -1 | 3 | -12 | 1 | 3.7 | 1
Cc1oc(=O)c(NC(=O)c2ccc(Cl)cc2)cc1C(=O)c1ccccc1 | 8.8 | / | -2 | 0 | 1387 | / | 2 | 4 | 10 | 3.7 | -6
CCOC(=O)N1CCN(c2ccc(Cl)c(Cl)c2)CC1 | 0.1 | / | -3 | 0 | 1436 | -8 | -10 | 0 | 6 | -0.9 | -8

# An excerpt of these results, field by field.
SMILES: CCCSC1=N/C(=C/c2ccsc2)C(=O)N1c1ccccc1
  DTT redox prof: -0.3 | ROMK primary: 0.18 | Efa HMGR inh: -3 | PPARg SRC-2 ag: -3 | SRC2 TRFRET art: 1647 | S1P3 antagonist: -10 | PPARg SRC-1 ag: 1 | L major viab: 5 | bIAP inhibitor: -8 | RAM network inh: 12* | PPARg SRC3 recr: -2

SMILES: Cc1ccc(C2N(c3ccc(Cl)c(Cl)c3)C(=O)C3CCCN32)o1 (stereo not drawn)
  DTT redox prof: 0.6 | ROMK primary: / | Efa HMGR inh: 2 | PPARg SRC-2 ag: 3 | SRC2 TRFRET art: 1362 | S1P3 antagonist: 14 | PPARg SRC-1 ag: -6 | L major viab: 1 | bIAP inhibitor: 8 | RAM network inh: 0.3 | PPARg SRC3 recr: -1
